mIDH1 inhibitor: inhibitors of human mutant IDH1 R132H | O75874 | IDH1-R132H enzyme, NADPH consumption, diaphorase/resazurin fluorescence | Potency, µM (doses to about 76.6 µM), inactives show at the top dose activity change, negative = inhibition, most hits filed as inhibitors | 390,000 compounds, 0.093% hits; note: potency is the fitted concentration of half-maximal effect; % is set by controls: 0 for no effect and ±100 for the full control effect; nearly all actives have a fitted effect of over 65% in size
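IDH1-R132H (0.5 ug/mL) preincubated 30 min with compound, then NADPH (0.016 mM) and alpha-KG (2 mM) added; 80 min at RT, pH 7.5. Remaining NADPH coupled via diaphorase/resazurin to fluorescence (540/590 nm); concentration-response curves normalized to no-enzyme control.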
LDHA inh: blocks human lactate dehydrogenase A; 480,000 compounds, 0.15% hits; activity change, % (values are at about 110 or 230 µM); AID 1347041; purified LDHA, NADH/diaphorase-resazurin fluorescence; stronger effect = lower value; in the data active = activity change below about -30%; inconclusive = mostly about -25% to -30%;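 note: plate controls were DMSO wells for no effect and wells without enzyme for full effect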
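Remaining NADH was detected by diaphorase (0.133 mg/mL) converting 37 µM resazurin to fluorescent resorufin, read at 0 and 20 minutes. The preceding 5-minute room-temperature reaction used 2 nM LDHA, 0.2 mM sodium pyruvate and 0.06 mM NADH at pH 7.4.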
Glioma ERSR ind: induces the endoplasmic reticulum stress response in human glioma cells. U87-MG GRP78 promoter luciferase reporter, 16 h. Potency, µM, for the others: at the highest dose activation, usual class: activators. 420,000 compounds, 0.02% hits; note: potency is the fitted concentration of half-maximal effect; series mostly up to about 76 µM; % of control where 0% means no effect; nearly all actives have a fitted effect of over 35% in size
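Stably transfected U87-MG glioma cells carrying a GRP78-based luciferase sensor; 16 h compound incubation. Luminescence end-point read 10 min after Bright-Glo addition at room temperature.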
RGS4 inhibitor: inhibitors of human regulator of G protein signaling 4; P49798; Transcreener GDP fluorescence polarization, RGS4-accelerated GTP hydrolysis; Potency, µM (series often up to 114 µM), for inactives: at the highest dose activity change, negative = inhibition, actives largely listed as inhibitors; 390,000 compounds, 0.039% hits; AID 504845; note: potency is the fitted concentration of half-maximal effect; % is set by controls: 0 for no effect and ±100 for the full control effect; nearly all actives have a fitted effect of over 75% in size; some results filed as inactive show a strong effect at the top dose
Target sequence (P49798 whole entry, looked up): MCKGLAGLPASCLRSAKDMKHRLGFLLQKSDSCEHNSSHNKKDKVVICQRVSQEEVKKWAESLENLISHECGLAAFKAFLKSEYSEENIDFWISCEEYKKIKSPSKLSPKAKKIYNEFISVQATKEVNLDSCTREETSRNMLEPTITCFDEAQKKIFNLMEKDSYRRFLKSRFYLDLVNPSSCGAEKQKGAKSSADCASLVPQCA
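MLSMR compounds (23 nl, pin-transferred) preincubated 10 min at room temperature with a 500nM (2x) first reagent, then RGS4 at 900nM (2x) plus Transcreener GDP mix added; fluorescence polarization (620/688 nm) read before and after 90 min at 30 °C.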
Vif-APOBEC3F blk: inhibitors of Vif-A3F interaction. HeLa A3F-eYFP + Vif (tagged APOBEC3F with the HIV-1 protein that degrades it), YFP fluorescence increase. Potency, µM (titrated, usually from 46.1 µM), without a hit: at the top dose activity, negative = active. 390,000 compounds, 0.2% hits. AID 602313; note: potency is the fitted concentration of half-maximal effect; % of control where 0% means no effect; nearly all actives have a fitted effect of over 65% in size
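HeLa cells stably expressing Vif plus C-terminally eYFP-tagged A3F were seeded, incubated overnight at 37 deg C, dosed with compound, incubated overnight again at 37 deg C. Yellow fluorescence (Ex 488/Em 500-530) reported blocked Vif-mediated A3F-eYFP degradation.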
TrxR1 substrate: rat thioredoxin reductase 1 substrate activity | O89049 | purified TrxR1 substrate turnover, NADPH consumption readout | Potency, µM (top dose mostly 114 µM), inactives show at the highest dose activity change, negative = substrate turnover | 390,000 compounds, 0.01% hits | AID 588456; note: potency is the fitted concentration of half-maximal effect; % is set by controls: 0 for no effect and ±100 for the full control effect; nearly all actives have a fitted effect of over 50% in size
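Rat TrxR1, dispensed at 90 nM, was prereduced with 400 uM NADPH (final) for 5 min at ~22 deg C, then incubated with compound 15 min before 400 uM selenite. A first-read NADPH fluorescence drop versus no-compound background flagged substrates.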
TrxR1 inh: blocks rat thioredoxin reductase 1 | Potency, µM (top dose mostly 114 µM), for inactives: at the highest dose activity change, negative = inhibition, most hits filed as inhibitors | recombinant rTrxR1, NADPH fluorescence consumption, selenite substrate | 390,000 compounds, 1% hits | O89049 | AID 588453; note: potency is the fitted concentration of half-maximal effect; % is set by controls: 0 for no effect and ±100 for the full control effect; nearly all actives have a fitted effect of over 65% in size
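Rat TrxR1 (90 nM in the dispensed reagent) was pre-reduced with 400 uM NADPH for 5 min at room temperature, then incubated with compound for 15 min. After 400 uM selenite was added, NADPH fluorescence (Ex 340/Em 450 nm) was followed for 8 min.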
USP1-UAF1 inh: inhibitors of human USP1/UAF1 deubiquitinase. O94782. recombinant USP1/UAF1, Ub-Rhodamine cleavage fluorescence. Potency, µM (top dose mostly 57.1 µM), for inactives: at the highest dose activity change, negative = inhibition, usual class: inhibitors. 390,000 compounds, 0.23% hits. AID 743255; note: potency is the fitted concentration of half-maximal effect; % is set by controls: 0 for no effect and ±100 for the full control effect; nearly all actives have a fitted effect of over 60% in size; inactives centre near -12
Target sequence (O94782 whole entry, looked up): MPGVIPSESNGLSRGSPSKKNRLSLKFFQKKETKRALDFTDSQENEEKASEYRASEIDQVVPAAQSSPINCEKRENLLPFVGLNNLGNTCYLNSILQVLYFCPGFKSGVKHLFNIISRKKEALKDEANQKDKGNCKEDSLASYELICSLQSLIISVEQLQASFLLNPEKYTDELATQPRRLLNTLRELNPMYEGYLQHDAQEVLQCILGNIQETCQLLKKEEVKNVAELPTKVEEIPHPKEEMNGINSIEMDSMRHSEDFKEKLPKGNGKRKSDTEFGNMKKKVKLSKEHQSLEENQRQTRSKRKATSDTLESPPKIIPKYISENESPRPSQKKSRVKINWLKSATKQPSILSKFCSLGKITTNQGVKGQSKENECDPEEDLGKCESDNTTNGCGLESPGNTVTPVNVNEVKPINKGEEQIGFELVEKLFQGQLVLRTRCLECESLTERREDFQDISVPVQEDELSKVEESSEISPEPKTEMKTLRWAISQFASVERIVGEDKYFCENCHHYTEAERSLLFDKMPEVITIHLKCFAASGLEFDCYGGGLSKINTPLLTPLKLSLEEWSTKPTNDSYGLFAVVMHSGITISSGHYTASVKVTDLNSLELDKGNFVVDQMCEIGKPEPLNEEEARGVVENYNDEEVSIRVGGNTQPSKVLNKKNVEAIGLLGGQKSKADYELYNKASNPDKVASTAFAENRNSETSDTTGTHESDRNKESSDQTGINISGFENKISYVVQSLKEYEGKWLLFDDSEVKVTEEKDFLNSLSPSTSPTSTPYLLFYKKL
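1 nM enzyme complex + cpd, 15 min RT; start with Ub-Rho 150nM final; kinetic fluorescence ex 480/em 540, 6 reads q60 s. Buffer 50mM HEPES pH 7.8, 0.5mM EDTA, 0.1 mg/ml BSA, 1mM TCEP, 0.01% Tween-20.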
Vif-A3G inh: blocks the Vif interaction with human APOBEC3G. HeLa A3G-eYFP + Vif (tagged APOBEC3G with the HIV-1 protein that degrades it), YFP fluorescence, overnight. Potency, µM (titrated, usually from 46.1 µM), inactives show at the top dose activity, negative = active, hits mostly inhibitors. 410,000 compounds, 0.076% hits. AID 602310;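 note: potency is the fitted concentration of half-maximal effect; % is set by controls: 0 for no effect and ±100 for the full control effect; nearly all actives have a fitted effect of over 60% in size; hits raise eYFP signal because A3G escapes Vif-driven loss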
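HeLa cells stably expressing Vif and C-terminally eYFP-tagged A3G, seeded overnight at 37 deg C, then exposed to compound by pintool overnight at 37 deg C. Rise in yellow fluorescence (Ex 488/Em 500-530, Acumen) marks blocked Vif-driven A3G degradation.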
* = called active by the depositor; ? = inconclusive; . = no result given; & = joins results of further samples; [ ] = another dose, or the depositor's remark. Unless noted, calls come from the whole dose curve; as a rule, active = well fitted curve in the direction sought with a large enough effect; inconclusive = small, poorly fitted or top-dose-only effect, or another doubt; inactive = no such curve, though single readings can be large; an effect the other way counts as inactive or inconclusive. An excerpt; the hit share may differ from the screen's.

SMILES	mIDH1 inhibitor	LDHA inh	Glioma ERSR ind	RGS4 inhibitor	Vif-APOBEC3F blk	TrxR1 substrate	TrxR1 inh	USP1-UAF1 inh	Vif-A3G inh
O=P(O)(Oc1ccccc1)OC(c1ccccc1)C(F)(F)F (stereo unspecified)	11.6%	-2.9	-3.1%	-18.1%	0.9%	2.6%[57.1 µM]	19.2%[57.1 µM]	0.1%	0.0%
O=[N+]([O-])c1ccc(Cl)c([N+](=O)[O-])c1	-7.7%	-6.0&10.6	-11.6%	-51.4%	5.0%	1.3%&3.8%	2.82µM*	-17.3%	-6.6%
CC(C)[C@H]1CC2C3CC=C4C[C@@H](O)CC[C@]4(C)C3CC[C@]2(C)[C@H]1O (stereo partly specified)	-7.4%	-10.8	0.7%	1.0%	-10.6%	0.8%	16.6%	-9.4%	5.6%
COc1cccc(CNCCc2cccc(F)c2)c1OC	-1.5%	-8.8	-2.7%	11.7%	-2.3%	8.7%	19.3%	-17.4%	5.2%
CN(C(=O)CSc1nc2ccc(NC(=O)COc3ccccc3)cc2s1)c1ccccc1	7.1%	-2.9	0.4%	-8.5%	?	-3.9%	18.5%	-6.4%	-20.2%
O=C(O)c1ccccc1O	3.3%	-4.2	-0.1%&-4.9%&-3.0%&-2.3%&1.0%&-2.5%	10.2%	-0.5%	50.8%[activator]	25.7%	-21.2%	1.6%
Cc1ccc(OCCOc2cccc(C=C3C(=O)NC(=O)NC3=O)c2)c(C)c1	-2.3%	-13.4	-11.6%	-57.8%[56.9 µM]	-2.4%	2.0%	7.94µM*	?	-15.5%
COc1ccc(N2CCN(Cc3nc4ccccc4[nH]3)CC2)cc1	2.8%	-0.7	2.2%	-9.4%	0.4%	-1.6%	11.5%	?	2.3%
COC(=O)C1=C(c2ccc(OCc3ccccc3)cc2)C[C@@H]2CC[C@H]1N2C(=O)NCc1ccccc1C(F)(F)F	-9.3%	-4.6	-2.3%	.	3.9%	.	.	-6.3%	3.0%
CCC(=Nc1ccc(OC)cc1OC)c1c(O)[nH]c(=O)[nH]c1=O	3.4%	2.3	-5.0%	2.2%	-6.6%	-2.6%	-2.1%	-1.0%	-2.2%
COP(=O)(OC)C(NS(=O)(=O)c1ccccc1)C(Cl)(Cl)Cl (stereo unspecified)	23.8%	-9.6	-2.4%	-2.4%	4.6%	7.0%[57.1 µM]	17.1%[57.1 µM]	?	1.3%
O=c1[nH]c(=O)n(-c2ccccc2F)c(O)c1C=NCCC1=CCCCC1	5.9%	-4.4	2.2%	-2.8%	-3.9%	-15.8%[57.1 µM]	21.4%[57.1 µM]	-15.4%	-3.9%
CCCNC(=O)c1c(N)n(Cc2ccco2)c2nc3ccccc3nc12	-2.3%	15.4	-0.3%	-40.5%	?	135.5%[activator]	-27.5%	?	-22.3%
CCN1CCC(NCC2CCCCC2)CC1	2.6%	-0.6	-0.7%	-17.5%	0.9%	3.2%	4.7%	-18.3%	2.1%
O=C(OCc1c(-c2ccccc2)ncc2ccccc12)c1ccc(C(F)(F)F)cc1	-13.5%	-1.6	-4.3%	-8.7%	-0.8%	7.9%[57.1 µM]	-11.6%	?	-7.5%
Cc1cccc(-n2c(-c3ccco3)nc3ccccc3c2=O)n1	-1.6%	-1.9	-0.6%	14.7%[11.4 µM]	-8.2%	-17.0%	3.0%[57.1 µM]	-19.3%	0.1%
Cc1nn(Cc2ccccc2)c(C)c1C=C1C(=O)NC(=O)NC1=O	-3.0%	-1.4	-5.5%	?	?	-11.6%	35.5µM*	-0.9%	-3.5%
O=C1NC(=S)NC(=O)C1C/C=C/c1ccccc1	0.0%	1.5	1.2%	?	2.1%	-6.0%	50.1µM*	1.0%	0.6%
COC(=O)c1c(N)n(Cc2ccc(OC)cc2)c2nc3ccccc3nc12	3.5%	7.4	3.7%	16.2%	-1.0%	99.2%[activator][57.1 µM]	18.0%[57.1 µM]	-3.7%	-8.8%
CS(=O)(=O)c1ccc(C2=C(CNC(=O)c3nccs3)[C@H]3CC[C@@H](C2)N3Cc2ccccc2)cc1	5.6%	-4.4	-2.0%	.	-3.1%	.	.	-26.7%	-1.0%
COc1ccc2c(c1)c(CCN)c(C)n2Cc1ccccc1	4.8%	-1.3	-9.5%	31.6%	-14.4%	4.4%[57.1 µM]	32.9%[57.1 µM]	3.6%	2.5%
Cc1cc(Oc2cc(NN3CCCCC3)c([N+](=O)[O-])cc2[N+](=O)[O-])ccc1[N+](=O)[O-]	-1.8%[38.3 µM]	1.4	-4.6%	-11.3%	-7.1%	-7.8%	1.4%	-18.3%	-3.9%
Cc1ccc(CN2CCCC(C(=O)c3cccc(C(F)(F)F)c3)C2)o1 (stereo unspecified)	5.3%	-1.7	-3.9%	-15.6%	-8.9%	6.7%[57.1 µM]	5.5%[57.1 µM]	-10.1%	-1.1%
COc1ccc(S(=O)(=O)N(CC(=O)NCc2ccccc2OC)c2ccc(C)cc2)cc1	13.3%	2.2	-3.9%	3.5%	-0.7%	2.7%[57.1 µM]	11.2%[57.1 µM]	?	7.6%
Nc1ccc(Cc2ccc(N)cc2)cc1	7.3%	-0.2	-6.1%	-0.3%	13.6%	-3.2%	-8.3%	-9.6%	-0.5%
Cc1ccc2nc(C)n(-c3ccc(F)cc3)c(=O)c2c1	9.3%	-13.0	-3.0%	?	4.9%	1.5%[57.1 µM]	18.8%[57.1 µM]	-5.1%	0.8%
Cc1ccc(N2C(=O)NC(=O)C(CCc3ccccn3)(Cc3ccc(F)cc3)C2=O)cc1 (stereo unspecified)	1.9%	-4.7	-4.4%	-4.7%	15.4%	-3.5%[57.1 µM]	22.1%[57.1 µM]	-12.3%	-2.1%
NCCc1ccccc1	-6.0%	-1.6	1.9%&-3.7%	12.9%	-6.6%	0.9%	10.3%	-15.7%	1.4%
Cc1ccc(CN2CCCN(Cc3ccc(Cl)cc3)S2(=O)=O)cc1	6.4%	-8.5	-2.9%	17.5%	2.9%	3.1%	8.4%	-28.4%	-0.5%
CC(=O)[C@@]1(O)CC[C@H]2[C@@H]3CC=C4C[C@@H](O)CC[C@]4(C)[C@H]3CC[C@@]21C	-10.7%	-3.5	-2.0%	1.3%	-2.0%	2.3%	12.2%	-26.9%	-5.1%
CN(C)P(=NC(=S)c1cccn1C)(N(C)C)N(C)C	11.4%	-11.6	-3.6%	-28.6%	-0.3%	6.9%[57.1 µM]	31.1%[57.1 µM]	-6.4%	-1.2%
CCN(CC)N=O	9.8%	-0.8	-0.8%	11.5%	4.5%	-3.4%	1.3%	15.0%	1.8%
O=C(c1cc2cc(Cl)ccc2[nH]1)N1CCC2(CC1)OCCO2	4.5%	4.3	0.2%	-34.3%	4.2%	-4.8%	44.7µM*	-2.4%	-5.0%
COC(=O)Cn1cc(/C=C2\C(=O)NC(=O)N(c3ccc(OC)cc3)C2=O)c2ccccc21	10.0%	8.0	0.1%	-24.7%	?	27.2%[57.1 µM]	-16.3%[57.1 µM]	-13.9%	0.9%
Cc1cc(OC(C)C(=O)NCc2ccncc2)c2c3c(c(=O)oc2c1)CCCC3 (stereo unspecified)	-1.9%	-4.8	-4.9%	8.6%	-4.0%	-3.8%	24.0%	1.3%	3.5%
O=c1[nH]c(=O)n(Cc2ccco2)c(O)c1C=NCc1cccs1	-5.1%	-11.2	-2.3%	-4.1%	-2.9%	7.6%	-17.3%	-24.6%	-3.0%
COc1ccc(C2C=C(C)Nc3ncnn32)cc1 (stereo unspecified)	-13.2%	-1.9	3.0%	21.1%	2.2%	36.3%[activator]	-17.3%	-7.6%	3.1%
CCCOc1ccccc1C1SCC(=O)Nc2c1c(=O)[nH]n2C(C)CCC (stereo unspecified)	-2.5%	-4.0	-1.6%	11.3%	0.3%	8.5%[57.1 µM]	6.8%[57.1 µM]	-10.3%	-8.6%
Cc1ccccc1-n1c(O)c(/C=N/NC(=O)c2ccccc2O)c(=O)[nH]c1=S	-12.2%	-2.9	-3.2%	10.6%[11.4 µM]	-4.9%	-3.7%	-12.2%	?	-1.9%
CC(=NCc1ccc2c(c1)OCO2)c1c(O)n(Cc2ccccc2)c(=O)[nH]c1=O	5.7%	1.0	-3.5%	-35.9%	5.4%	-6.1%[57.1 µM]	8.1%[57.1 µM]	-20.5%	-10.7%
O=C1OCc2cc(N=Nc3c(O)[nH]c(=O)[nH]c3=O)ccc21	-2.2%	-5.0	7.4%	3.8%	-0.9%	-8.9%	-4.2%	-24.3%	1.0%
OC1/C(=C/c2ccc(Cl)cc2Cl)N2CCC1CC2 (stereo unspecified)	10.5%	0.5	1.7%	-37.9%	?	-2.1%[57.1 µM]	44.1%[activator][57.1 µM]	-16.8%	-5.1%
O=C(Nc1nc(-c2ccccc2)c(-c2ccccc2)s1)c1ccc(S(=O)(=O)N(CCCl)CCCl)cc1	2.8%	-0.5	-5.5%	-14.6%	-0.5%	1.7%	-6.1%	-5.9%	-6.7%
